PGC1a acetyl inh = lowers PGC1a acetylation signal in U2OS cells; AlphaScreen anti-acetyl-lysine; with virally co-expressed GCN5 acetyltransferase; inhibition, % at 15.6 µM; actives 0.17% (n = 350,000); AID 651687;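 active means every replicate shows inhibition of at least 40%; inconclusive means mean inhibition at least 40% but some replicate below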;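 further: 0% = neutral control wells and 100% = positive control wells; some results beyond the cut were filed as inactive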
ERAP1 HTS inh = blocks human ERAP1 aminopeptidase activity; recombinant ERAP1, Leu-AMC fluorescence, 60 min; inhibition, % at 10.7 µM; actives 0.15% (n = 340,000);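 active means mean replicate inhibition of at least 30%, or all replicates individually reaching that 30% level; inactive means mean below 30% and not every replicate reaching it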;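 further: 0% = neutral control wells and 100% = L-leucinethiol positive control wells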
Target sequence (Q9NZ08 whole entry, looked up): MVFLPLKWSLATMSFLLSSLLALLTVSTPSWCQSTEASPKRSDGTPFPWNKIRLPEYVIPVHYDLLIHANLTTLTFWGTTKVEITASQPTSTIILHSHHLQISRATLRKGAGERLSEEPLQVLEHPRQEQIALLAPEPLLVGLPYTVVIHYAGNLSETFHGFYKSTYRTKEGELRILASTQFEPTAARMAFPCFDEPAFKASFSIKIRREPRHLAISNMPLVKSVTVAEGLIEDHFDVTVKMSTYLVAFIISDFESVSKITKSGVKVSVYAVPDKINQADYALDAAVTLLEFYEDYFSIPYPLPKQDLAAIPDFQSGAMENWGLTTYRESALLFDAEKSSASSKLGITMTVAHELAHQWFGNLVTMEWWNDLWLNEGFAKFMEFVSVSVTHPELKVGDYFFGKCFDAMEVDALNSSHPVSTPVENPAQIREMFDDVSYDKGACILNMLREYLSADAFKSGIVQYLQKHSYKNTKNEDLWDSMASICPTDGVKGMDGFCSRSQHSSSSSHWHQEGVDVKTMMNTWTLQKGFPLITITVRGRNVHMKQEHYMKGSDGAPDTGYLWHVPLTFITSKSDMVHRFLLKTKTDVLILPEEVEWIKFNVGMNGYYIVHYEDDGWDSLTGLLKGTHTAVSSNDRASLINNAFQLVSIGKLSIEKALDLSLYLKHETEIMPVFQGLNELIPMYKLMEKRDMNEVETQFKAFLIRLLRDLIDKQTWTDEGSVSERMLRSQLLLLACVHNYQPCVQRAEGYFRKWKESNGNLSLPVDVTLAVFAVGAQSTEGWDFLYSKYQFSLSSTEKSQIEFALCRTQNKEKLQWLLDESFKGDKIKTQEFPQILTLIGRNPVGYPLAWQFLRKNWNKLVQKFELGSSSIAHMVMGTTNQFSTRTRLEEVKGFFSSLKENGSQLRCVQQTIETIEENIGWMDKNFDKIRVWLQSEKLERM
LGR2 antag = inhibitors of bursicon-induced Drosophila LGR2 receptor cAMP signaling. HEK293 LGR2, CRE-luciferase, bursicon-stimulated, 4 h. actives 0.35% (n = 380,000). inhibition, % at 9.99 µM;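 active means drop in luminescence signal, shown as inhibition above about 50% in the replicate tests, limit read from the data, passing the limit was not always enough; inconclusive means probably only some replicates passing the limit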;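 further: agonist challenge used bursicon conditioned medium at about half maximal strength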
Cneo AK release = causes C. neoformans cell lysis; adenylate kinase release luminescence, 4 h; normalised: neutral wells 0, clomiphene wells 100; lysis activity, % at 15 µM; actives 0.2% (n = 360,000); AID 651654;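 active means mean lysis activity across replicates of at least 80%, whatever share of replicates individually reach that level; inactive means mean lysis activity below 80%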
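Signal: Adenylate kinase release luminescence | Assay system: Log-phase Cryptococcus neoformans yeast cells | Input: Cells at 5 × 10^6 per mL | Buffer or medium: Fresh YPD growth medium | Compound: Single dose | Schedule: Static 4 h at 37 °C with compound, 1 h detection | Controls: Clomiphene | Read-out: Luminescence rise reflecting yeast cell lysis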
Statin myotox sup = suppression of simvastatin myotoxicity. rescue of ATP level, % at 7.49 µM. C2C12 myotubes + simvastatin, ATP luminescence, 48 h; scaled: DMSO 0, geranylgeraniol control 100. actives 0.78% (n = 330,000);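 active means mean ATP rescue above about 67%, or every replicate alone reaching that limit, limit read from the data, passing the limit was not always enough; inconclusive means no clear call, values can overlap the other calls; inactive means mean under the limit and some replicate under it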;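 further: myotubes were challenged with 10 µM simvastatin during compound exposure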
SIRT5 inh = inhibitors of human sirtuin-5 desuccinylase. Purified SirT5, succinyl-peptide AMC, trypsin-coupled fluorescence. Q9NXA8. inhibition, % at 15 µM. actives 1.1% (n = 330,000). AID 652115; in the data active means inhibition above about 15%; inconclusive means no clear call, values can overlap the other calls
XiGFP reactiv = X-chromosome reactivation activator; actives 0.055% (n = 360,000); XiGFP mouse fibroblasts, % GFP-positive cells imaging, 3 d; cells co-treated with 5-aza-dC sensitizer; scaled so ellipticine positive control = 100%; activation, % at 7.58 µM; AID 743238;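 active means mean normalized replicate activation at least 10% and every replicate at or above 10%; inconclusive means only one of the two criteria met; inactive means mean below 10% and not all replicates reach 10%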;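 further: 0% = median of on-plate neutral control wells and 100% = ellipticine 6 µM median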
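Material: XiGFP fibroblasts, SV40-immortalized; Buffer or medium: DMEM containing 5-aza-dC; Compound dosing: single point; Times: 3 days compound exposure.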
S100A4 MyoIIA = S100A4-myosin IIA interaction inhibition | P26447 | S100A4/TAMRA-MyoIIA peptide fluorescence polarization | inhibition, % at 10.7 µM | actives 0.14% (n = 360,000);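 active means mean inhibition of at least 70% across replicates, with every replicate also reaching that level; inconclusive means mean inhibition reaches 70% but some replicates fall short; inactive means mean inhibition below 70%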
Target sequence (P26447 whole entry, looked up): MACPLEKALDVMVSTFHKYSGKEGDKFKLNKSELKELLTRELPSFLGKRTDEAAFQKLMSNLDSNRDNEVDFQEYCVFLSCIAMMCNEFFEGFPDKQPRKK
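Material: S100A4 monomer protein | Medium: HEPES pH 7.2 with CaCl2, KCl, NaCl, DTT, Triton | Reagent: Labelled myosin peptide probe, 5 nM | Doses: One dose per compound | Times: 5 min incubation before reading | Benchmarks: Neutral control DMSO, positive control TFP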
The depositor's hits bear a star; ? = inconclusive; . = not tested or not shown; & = joins results of further samples. These rows are one share of the data, so the mix of outcomes need not match the whole.

SMILES	PGC1a acetyl inh	ERAP1 HTS inh	LGR2 antag	Cneo AK release	Statin myotox sup	SIRT5 inh	XiGFP reactiv	S100A4 MyoIIA
COC(=O)CC1Oc2ccccc2N(Cc2ccccc2)C1=O (stereo not drawn)	-28	0	-8	0	-7	-4	0.2	-3
CN(Cc1ccccc1)C(=S)NC(=O)C1CCCCC1	-4	5	-7	5	-14	2	0.0	20
O=C(C1CCCN(S(=O)(=O)c2ccccc2[N+](=O)[O-])C1)N1CCCC1 (stereo not drawn)	.	-1	6	.	.	1	0.0	-4
CS(=O)(=O)N1[C@@H]2Cn3c(ccc(-c4cccc(F)c4)c3=O)[C@H]1[C@@H](C(=O)N1CCCCC1)[C@@H]2CO	.	0	24	-4	1	-42	0.0	10
CC(C)CC(CO)N1CCN(C(=O)c2ccccc2)CCC1=O (stereo not drawn)	4	3	7	1	-1	0	-0.2	-1
Cc1cc(=S)nc(-c2ccccn2)[nH]1	.	10	.	.	.	0	-0.1	2
CCOc1ccc(/C=C2/SC(=S)N(CCC(=O)Nc3ccc(C(=O)O)cc3)C2=O)cc1	.	0	1	-1	-3	-5	0.0	1
CC(C)NC(=O)N(C)C[C@@H]1Oc2ccc(NC(=O)CCC(F)(F)F)cc2C(=O)N([C@@H](C)CO)C[C@@H]1C	1	-1	3	-4	0	-2	-0.4	-1
CC(C)c1ccc(C(C)NC(=O)C2CCCC2)cc1 (stereo not drawn)	4	2	-7	-4	13	-1	-0.1	-5
CNC[C@@H]1OCCCC[C@H](C)Oc2ccc(NC(=O)Nc3cccc4ccccc34)cc2C(=O)N([C@@H](C)CO)C[C@@H]1C	-11	.	6	.	-20	.	-1.1	.
CC(N)c1csc(Nc2ccc(C(=O)NCCO)cc2)n1 (stereo not drawn)	-4	-1	-22	3	16	1	0.0	-2
CCCOc1ccc(C(=O)NCc2cccnc2)cc1	-1	.	15	0	-9	.	.	.
Cc1ccc(-n2nc(C)c(/C=N/NC(=O)c3cccnc3)c2Cl)cc1	4	1	14	3	.	-2	0.3	-2
Cn1cc(/C=C(\NC(=O)c2ccccc2)C(=O)NCCCn2ccnc2)c2ccccc21	5	0	8	0	7	4	1.0	-2
CCCCNc1c(-c2cccc(SC3CCCCC3)c2)nc2ccc(Cl)cn12	-3	-2&0	5&-13	-2	-20	5	-0.1&0.1	-6&-1
C[C@H](NS(=O)(=O)c1ccc2c(c1)OCCCO2)C(=O)N1CCN(Cc2ccccc2)CC1	?	4	-8	2	6	3	0.0	5
N#C[C@@H]1[C@@H](c2ccc(C#Cc3cccc(F)c3)cc2)[C@H](CO)N1C(=O)C1CCOCC1	-5	1	-34	-5	12	-1	-0.1	-4
COc1ccc(N(CC(=O)NCCSc2ccccn2)S(C)(=O)=O)cc1	.	-1	-8	6	-7	-4	.	1
CCCCOc1ccc(Cl)cc1Nc1nc(NCCO)nc(N2CCCC2)n1	.	1	.	1	11	-2	0.0	0
O=[N+]([O-])c1ccc(Cl)c(S(=O)(=O)Nc2cccc(-c3ccc(N4CCCC4)nn3)c2)c1	.	2	-41	-8	.	-1	-0.1	4
CCCCNC(=O)CSc1nccn1Cc1ccccc1	.	-2	6	.	-1	-1	.	0
C/C(=N\Nc1nc(N)cc(Cl)n1)c1cccc(N)c1	0	12	-19	1	-7	-3	3.1	-7
Cc1ccccc1OCC(=O)N1CCc2ccccc2C1	-10	1	3	2	31	-3	0.2	-2
Cc1noc(C)c1NC(=O)N(C)C[C@@H]1Oc2c(cccc2N(C)C)C(=O)N([C@H](C)CO)C[C@H]1C	3	-1	5	-5	-14	-1	0.0	-24

3 compounds out of the list, ordered by number of heavy atoms, falling.
SMILES	PGC1a acetyl inh	ERAP1 HTS inh	LGR2 antag	Cneo AK release	Statin myotox sup	SIRT5 inh	XiGFP reactiv	S100A4 MyoIIA
CNC[C@@H]1OCCCC[C@H](C)Oc2ccc(NC(=O)Nc3cccc4ccccc34)cc2C(=O)N([C@@H](C)CO)C[C@@H]1C	-11	.	6	.	-20	.	-1.1	.
CCOc1ccc(/C=C2/SC(=S)N(CCC(=O)Nc3ccc(C(=O)O)cc3)C2=O)cc1	.	0	1	-1	-3	-5	0.0	1
CCCOc1ccc(C(=O)NCc2cccnc2)cc1	-1	.	15	0	-9	.	.	.

Remaining list, next part.
SMILES	PGC1a acetyl inh	ERAP1 HTS inh	LGR2 antag	Cneo AK release	Statin myotox sup	SIRT5 inh	XiGFP reactiv	S100A4 MyoIIA
CCCN1CCC(C(=O)NC(c2ccc(Cl)cc2)c2ccsc2)CC1 (stereo not drawn)	-23	-5	-9	-1	3	-5	0.0	-2
COc1ccc(OCC(=O)NNC(=O)C(=O)Nc2cc(OC)ccc2OC)cc1	17	4	-6	2	-3	-1	0.0	3
O=C(NN1CCCCC1)NN1CCCCC1	.	0	-4	.	.	2	0.0	-5
Cc1ccc(NC2c3ncccc3C(=O)N2Cc2ccco2)c(C)c1 (stereo not drawn)	.	0	-2	-1	.	-2	0.4	-4
Cc1cccc2sc(NNC(=O)c3ccc4c(c3)OCCO4)nc12	11	.	-1	-2	2	.	0.3	16
Cc1ccc(Nc2nc(-c3sc(NC(=O)c4ccco4)nc3C)cs2)cc1	-10	1	-2	-1	-16	.	0.0	-6
Cc1ccc(SCc2ccc(C(=O)Nc3ccccc3Br)cc2)cc1	.	-5	.	.	.	1	-0.4	-1
O=C(O)c1cncc(C#CCC2CCCCC2)c1	.	5	-45	.	-13	-1	0.0	-7
CCC/C(O)=C1\C(=O)CC(C)(C)CC1=Nc1ccc(OC)cc1	5	1	6	1	5	0	0.2	-3
O=C1CCC2CN3CCc4c([nH]c5ccccc45)C3CC2C1 (stereo not drawn)	-3	3	6	0	1	-4	4.1	4
O=[N+]([O-])c1ccc(N2CCOCC2)cc1O	.	4	-2	0	.	2	0.2	15
COc1cccc(CNC(=O)C[C@H]2C=C[C@H](NC(=O)C3CC3)[C@@H](CO)O2)c1	0	0	-22	0	2	1	-1.1	-13
O=C(Nc1ccc2c(c1)OCO2)C1CCCCC1	.	-5	-23	-1	4	2	0.0	-2
CO[C@H]1CN(C)C(=O)c2ccc(NS(=O)(=O)c3ccccc3)cc2OC[C@H](C)N(Cc2nccs2)C[C@@H]1C	-2	3	-16	.	.	-3	0.3	0
CC(C)NCC(O)COc1ccc(COCCOC(C)C)cc1 (stereo not drawn)	-7	-2	-11	1	8	-4	0.1	10
Clc1cccc(-c2nc3c4ccccc4ccn3c2Cc2ccsc2)c1	-24	-3	-16	1	8	1	.	6
COC(=O)c1c(-c2snnc2C)n[nH]c1C	1	1	.	.	3	-4	0.0	0
CC(C)CC(NC(=O)OC(C)(C)C)c1cn([C@@H](Cc2cc3ccccc3[nH]2)C(=O)N2CCN(C(=O)OC(C)(C)C)CC2)nn1 (stereo partly drawn)	-20	-6	34	-1	33	0	0.0	1
Cc1cc(NCc2ccco2)nc(N2CCC(C(=O)NC3CCCCC3)CC2)n1	-3	-1	-6	.	-6	-1	0.0	-1
Cc1cccc(NC(=O)Nc2ccc3c(c2)C(=O)N(C)[C@@H]2CC[C@H](CC(=O)O)O[C@@H]2CO3)c1	-3	-4	0	-2	26	2	0.2	-1
CN(Cc1ccccc1)C(=O)COC(=O)c1cc(NS(=O)(=O)c2cccs2)ccc1O	.	-3	10	.	.	8	0.1	-8
COc1ccccc1OCCn1cc(/C=N/NC(N)=S)c2ccccc21	.	-1	.	1	14	4	0.6	-7
CCc1ccc(N2C(=O)CN(Cc3ccc(OC)c(OC)c3)C2=S)cc1	0	5	-5	9	.	-3	0.1	2
Cc1ccccc1OCC(=O)NN1C(=O)C2C3C=CC(O3)C2C1=O (stereo not drawn)	-14	14	12	.	.	-4	0.0	1
CC(C)CC(N)c1csc(Nc2ccc(C(F)(F)F)cn2)n1 (stereo not drawn)	.	3	-13	11	9	.	-0.2	-6
Cc1ccc2nc(Cl)c(/C=N/n3c(C)nnc3C)cc2c1	-12	3	7	.	.	0	0.0	-19
CC1(C)OC(=O)C2=C(C[C@@H](C3CCCCC3)O[C@@H]2c2ccc(Cl)cc2)O1	.	.	15	.	.	-1	0.0	-1
Cc1ccc2c(c1)N(CC(=O)Nc1ccccc1F)C(=O)CO2	.	2	-3	2	2	-3	0.2	-3
Cn1cc(SCC(=O)Nc2ccc3c(c2)OCO3)c2ccccc21	1	11	-9	-1	16	0	0.0	0
Cc1ccc(-c2ccc3c(c2)O[C@@H](CN(C)C)[C@@H](C)CN([C@H](C)CO)S3(=O)=O)cc1	-27	2	-20	-1	16	3	-0.1	1
O=C(Nc1nc(-c2ccccn2)cs1)c1ccc([N+](=O)[O-])o1	-11	24	8	0	241*	-1	-0.1	-6
C/C(=N\NC(=O)COc1ccc(C(C)(C)C)cc1)c1ccccc1	-6	2	-18	-2	-4	.	0.1	4
CC1CCCN(CCOCCOc2ccc(Br)cc2Cl)C1 (stereo not drawn)	.	.	0	14	-62	.	-0.1	.
O=C(c1cccc(F)c1)N1CCCCN2[C@H](CO)[C@@H](c3ccc(C#CC4(O)CCCC4)cc3)[C@@H]2C1	-1	1	19	2	12	2	0.2	0
C=CCN1C(=O)/C(=C/N(C)C)S/C1=N\S(=O)(=O)c1cccs1	1	5	-7	1	41	.	0.7	2
Nc1cc(N)nc(SCC(=O)c2ccc3c(c2)NC(=O)CO3)n1	5	-2	-4	-1	3	-6	0.0	-3
C[C@H]1CN([C@@H](C)CO)C(=O)Cc2cc(NC(=O)Cn3cnnn3)ccc2O[C@@H]1CN(C)S(=O)(=O)c1ccc(F)cc1	5	4	-1	-2	-10	0	0.1	-3
O=C(N/N=C\c1ccc(S(=O)(=O)O)o1)c1ccc2c(c1)OCO2	-11	1	8	0	9	10	0.1	3
C[C@H](CO)N1C[C@H](C)[C@H](CN(C)C(=O)c2cnccn2)Oc2ncc(-c3ccccc3F)cc2C1=O	-7	-1	-1	-2	3	-1	2.5	-10
C[C@@H]1CN([C@H](C)CO)C(=O)c2cc(NC(=O)NC3CCCCC3)ccc2O[C@@H](C)CCCCO[C@H]1CN(C)S(=O)(=O)c1ccc(Cl)cc1	2	2	-4	-2	.	15*	-0.6	-15
O=C(Nc1ccc2c(c1)OCO2)c1cccc(S(=O)(=O)N2CCOCC2)c1	.	-3	-5	-1	.	-1	0.0	-8
Cc1csc(NC(=O)CSc2ccccc2F)n1	.	3	-26	.	.	-3	0.0	-7
CCCNC(=O)C[C@@H]1CC[C@H]2[C@@H](COc3ccc(NC(=O)Nc4ccccc4)cc3C(=O)N2C)O1	-10	.	2	2	-8	.	0.1	.
CCCCN1C(=O)C(CC(=O)NC2CCCC2)CC(C(=O)N(CC)CC)=C1C (stereo not drawn)	2	11	-1	-4	-5	-7	-0.1	0
C[C@H]1CN([C@@H](C)CO)S(=O)(=O)c2ccc(Br)cc2O[C@H]1CN(C)CC1CC1	-4	-2	5	1	31	-14	0.3	-12
Cc1cc(Br)c(S(=O)(=O)NCc2ccncc2)cc1C	.	-2	8	-1	-8	-3	0.1	-1
CSc1nnc(Cc2sc(-c3ccccc3)nc2-c2ccccc2)o1	-4	.	-6	-10	8	.	.	.
C[C@@H]1CCCCO[C@H](CN(C)CC2CC2)[C@@H](C)CN([C@H](C)CO)C(=O)c2cc(NS(=O)(=O)c3cccs3)ccc2O1	1	.	-1	-13	.	.	0.3	.
